# High-throughput results: PubChem, several laboratories
# CF NFkB inh = blocks PAF-induced NF-kB reporter in cystic fibrosis cells; actives 0.86% (n = 360,000); AID 588850; inhibition, % at 5 µM; KKLEB NF-kB-GFP reporter, GFP fluorescence overnight;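 active = at least 50% inhibition at 5 µM, scaled per plate between neutral and stimulator controls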;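 note: PAF is a Pseudomonas aeruginosa culture filtrate used as stimulus; plate controls were PAF-stimulated DMSO wells for no effect and unstimulated DMSO wells for full effect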
# Shn3 3UTR inh = reduces Shn3 3'UTR luciferase signal in osteoblasts | Clone20 osteoblast Shn3 3'UTR firefly luciferase, 24 h | inhibition, % at 12.5 µM | actives 0.52% (n = 360,000);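 active = mean inhibition of at least 75% with every replicate also reaching 75%; inconclusive = mean inhibition at least 75% but some replicate below; inactive = mean inhibition below 75%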;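 note: 0% = median of neutral control wells and 100% = pilot-screen positive control compound; some compounds past the cut are filed as inactive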
# PDI turbidity = blocks human protein disulfide isomerase activity. P07237. PDI insulin aggregation turbidity, A650, 90 min. inhibition, % at 10 µM. actives 0.052% (n = 350,000);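 active = mean inhibition across replicates of 30% or more, whatever share of single replicates reach that level; inconclusive = mean inhibition below 30% while every single replicate reaches 30%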;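 note: absorbance from insulin aggregation driven by PDI reduction with DTT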
# Target sequence (P07237 whole entry, looked up): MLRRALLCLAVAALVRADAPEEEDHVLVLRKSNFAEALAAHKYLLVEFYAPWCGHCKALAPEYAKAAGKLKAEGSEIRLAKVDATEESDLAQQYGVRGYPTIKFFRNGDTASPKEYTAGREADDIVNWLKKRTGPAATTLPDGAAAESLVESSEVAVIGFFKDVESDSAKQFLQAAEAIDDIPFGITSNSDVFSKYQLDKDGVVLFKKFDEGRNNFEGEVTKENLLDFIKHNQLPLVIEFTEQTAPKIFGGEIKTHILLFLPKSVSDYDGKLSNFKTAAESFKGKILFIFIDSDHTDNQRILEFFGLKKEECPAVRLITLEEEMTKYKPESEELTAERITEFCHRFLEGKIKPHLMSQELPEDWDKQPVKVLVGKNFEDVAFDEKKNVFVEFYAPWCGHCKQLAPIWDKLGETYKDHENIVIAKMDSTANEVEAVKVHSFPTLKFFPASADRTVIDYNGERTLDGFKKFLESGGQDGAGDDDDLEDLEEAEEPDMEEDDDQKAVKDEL
# Peg3 promoter = inhibitors of Peg3 promoter; HeLa PEG-Prom luciferase reporter, luminescence, overnight; inhibition, % at 20 µM; actives 1.7% (n = 360,000);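 active = inhibition of at least 50% at 20 µM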
# NR2E3 ag-1 = NR2E3 (human) agonism. Q9Y5X4. GST-NR2E3/biotin-RetCOR TR-FRET, 1536-well. inhibition of corepressor binding, % at 4.78 µM. actives 0.12% (n = 320,000). AID 2300;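 active = percent inhibition above the cutoff of mean plus 3 SD of all tested compounds, set per screening campaign, cut at about 20% in these data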;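 note: 0% = DMSO wells and 100% = biotin wells as full block of FRET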
# Target sequence (Q9Y5X4 whole entry, looked up): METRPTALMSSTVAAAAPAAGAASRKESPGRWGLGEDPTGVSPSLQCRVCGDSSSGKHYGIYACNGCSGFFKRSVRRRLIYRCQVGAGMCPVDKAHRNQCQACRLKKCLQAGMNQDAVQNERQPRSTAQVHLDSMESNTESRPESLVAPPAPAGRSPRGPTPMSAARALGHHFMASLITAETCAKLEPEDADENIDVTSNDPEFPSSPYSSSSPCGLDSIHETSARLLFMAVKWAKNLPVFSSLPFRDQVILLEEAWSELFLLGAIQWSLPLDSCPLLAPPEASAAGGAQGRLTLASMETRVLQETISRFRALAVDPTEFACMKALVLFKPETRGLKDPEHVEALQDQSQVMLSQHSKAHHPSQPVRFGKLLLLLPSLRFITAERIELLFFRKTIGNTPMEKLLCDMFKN
#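 Test system: GST-NR2E3 and biotin-RetCOR proteins | Quantity: 1.35 nM GST-tagged NR2E3 final | Medium: Tris pH 7.5 | Also added: 7 nM biotin-RetCOR | Dosing: Compound at 4.8 µM, single dose | Timing: 5 h at 4 °C | Detection: Time-resolved FRET | Read-out basis: Percent inhibition | Benchmarks: Biotin wells as high control, 0.6% DMSO wells as low control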
# CaV13 ICDI inh = Primary screen for inhibitors of IQ motif and Ca2+-dependent inactivation inhibitor domain binding in CACNA1D, Förster resonance energy transfer in living cells, …; HEK cells, CFP/YFP FRET ICDI-IQ, plate reader, 10 min; percent FRET-ratio fall versus neutral wells; inhibition, % at 12.3 µM; actives 0.098% (n = 340,000); AID 743397;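 active = mean replicate inhibition of at least 30% and at least 1% of replicates passing that level; inconclusive = only one of the two criteria is met; inactive = neither criterion is met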;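 note: 0% = median of the neutral control wells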
# KKLEB cytotox = CF airway cell cytotoxicity counter-screen. KKLEB CF airway cells viability, ATPlite luminescence, overnight; active compounds read low; cells stimulated with P. aeruginosa culture filtrate. activity change (cytotoxicity), % at 5 µM. actives 0.36% (n = 360,000). AID 602141;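 active = corrected activity change at or below -50% at 5 µM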
# Vif inh = inhibitors of HIV Vif; inhibition, % at 7.49 µM; HEK293T cells, Vif self-association by quenched fluorescence, imaging, 24 h; actives 0.35% (n = 340,000); in the data active = inhibition above about 50%, passing the limit was not always enough; inconclusive = no clear call, values can overlap the other calls; inactive = below about 31%; note: some results filed as inactive read as strong as hits
# NR2E3 ag-2 = activates human NR2E3 receptor; Q9Y5X4; CHO-S Gal4-NCOR/VP16-NR2E3 two-hybrid, luciferase; inhibition of corepressor binding, % at 3.98 µM; actives 0.35% (n = 360,000); AID 602229;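 active = inhibition above the mean of all tested compounds plus 3 SD, cut at about 70% in these data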;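 note: 0% = DMSO with NR2E3 transfected cells and 100% = cells lacking NR2E3 construct; higher means lower luciferase signal from less NR2E3 corepressor binding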
# MITF TRPM1 inh = inhibitors of MITF-driven TRPM1 promoter in melanoma cells. SK-MEL-5 TRPM1 promoter luciferase, 24 h. inhibition, % at 12.5 µM. actives 0.83% (n = 330,000);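 active = mean inhibition across replicates of 60% or more, whatever share of single replicates reaches that level; inconclusive = some that reach 60%, reason not given; inactive = mean inhibition across replicates below 60%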; note: values of inactives mirror those of a sister screen read the other way
# HIF-2a inh = blocks HIF-2a reporter activity | 786-0 RCC cells HIF-2a reporter, luciferase luminescence, overnight | inhibition, % at 18.8 µM | actives 0.72% (n = 360,000) | AID 624352;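 active = inhibition of the luminescence signal of 40% or more relative to plate controls, in a single-dose primary screen at 18.75 µM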
# Numbers without * were called inactive; ? = inconclusive; nt = not tested or not shown.
# Results follow in this order: CF NFkB inh	Shn3 3UTR inh	PDI turbidity	Peg3 promoter	NR2E3 ag-1	CaV13 ICDI inh	KKLEB cytotox	Vif inh	NR2E3 ag-2	MITF TRPM1 inh	HIF-2a inh
> Cc1cc(NC(=O)c2cnn3c(C(F)(F)F)cc(-c4ccccc4)nc23)no1
→ -102	6	-3	15	-1	-8	-2	0	-6	-3	8
> COCCCn1c(C(=O)NCCC2=CCCCC2)cc2c(=O)n3ccccc3nc21
→ 8	0	9	7	1	-7	9	-4	-35	-7	-4
> COc1ccccc1N(CC(=O)NC(C)(C)C)C(=O)c1ccc(Cl)nc1
→ 2	-3	-1	8	-3	-3	-4	15	-28	9	14
> COc1ccc(S(=O)(=O)Nc2cccc(-n3cnnn3)c2)cc1
→ -39	-24	-2	8	-1	-16	25	0	9	17	12
> O=C(O)C1CCCCC1C(=O)NCCc1ccc(F)cc1 (configuration not stated)
→ -1	3	-1	1	1	-5	5	1	-4	7	4
> CNC(=O)CSc1nnc(-c2cccc(S(=O)(=O)N3CCOCC3)c2)n1-c1ccc(F)cc1
→ 3	-5	-1	-3	-1	-4	-6	0	-10	-1	13
> O=C(/C=C/c1ccc2c(c1)OCO2)N1CCOCC1
→ 2	-13	0	-49	1	-5	-26	2	-48	-17	-88
> Cc1cnc(=O)[nH]c1SCC(=O)Nc1nccs1
→ 10	2	1	-4	2	-9	0	-6	3	-19	4
> c1csc(CNc2ncnc3nc[nH]c23)c1
→ -1	11	2	2	2	-6	-4	-7	-21	14	0
> O=C(c1ccc2nccnc2c1)N1CCN(Cc2ccc3c(c2)OCO3)CC1
→ -6	6	-1	3	4	-11	2	nt	18	3	-9
> O=[N+]([O-])c1nn(-c2ccccc2)n(O)c1=NCc1ccc2c(c1)OCO2
→ -7	-15	-10	-26	3	-4	4	-1	-61	1	-67
> CC(=O)Nc1ccc(NC(=O)C(C)OC(=O)CCCOc2ccc(Cl)c(C)c2)cc1 (configuration not stated)
→ 8	10	-6	10	-1	nt	-5	nt	-7	0	9
> COc1cccc(NC(=O)COc2ccc3c(c2)CCC3)c1
→ 6	-32	2	-172	-2	-5	-16	2	-1	-33	-234
> CCOC(=O)C1=NN(C(C)=O)C2(CC(=O)N(c3cc(C)cc(C)c3)C2=O)C1 (configuration not stated)
→ 11	2	-3	6	-1	-6	0	-14	-29	-13	-2
> CC(C)COP(=O)(OCC(C)C)C(O)c1ccccc1F (configuration not stated)
→ -8	15	-15	13	-2	-4	14	2	14	3	16
> C=CCn1cc(/C=C2/NC(=O)NC2=O)c2ccccc21
→ 9	2	10	27	-2	-5	0	2	-14	14	12
> COC(=O)c1cc2oc3ccccc3c2n1CC(=O)Nc1ccccc1OC
→ -10	-12	0	5	-3	nt	7	-4	3	-13	2
> O=C(Nc1ccc(N2CCN(C(=O)c3ccco3)CC2)cc1)c1ccccc1
→ 4	-17	1	-33	0	-3	-6	5	-22	-18	-26
> CC(=O)Nc1cccc(NC(=O)C2C3C=CC(C3)C2C(=O)O)c1 (configuration not stated)
→ 18	-7	-3	15	4	-4	6	0	-9	11	20
> O=C(N/N=C1\CCCCc2ccccc21)c1ccccn1
→ -3	-27	-6	-136	3	-4	-2	8	-132	-39	-146
> CCc1nnc(NC(=O)c2cccc(S(=O)(=O)N3CCCC3)c2)s1
→ -4	1	-13	-6	-2	-6	13	-3	-15	9	7
> CC1CCN(Cc2nnnn2-c2ccc(Cl)cc2)CC1
→ 11	18	4	16	-2	-5	-8	0	-24	-1	3
> COc1ccc(NC(=O)Nc2ccccc2F)c([N+](=O)[O-])c1
→ -14	-53	-1	-179	0	-5	3	-8	-23	-39	-174
> O=C(c1ccc(Br)o1)N1CCN(c2ccc(F)cc2)CC1
→ 2	-8	-9	-7	1	-6	8	0	-27	-8	-13
> COc1ccc(-c2nc3ccccc3c(=O)n2CCc2ccc(O)cc2)cc1
→ -1	-2	7	-7	-1	-4	0	-11	-20	2	-22
> CCOC(=O)N/N=C(\C)c1ccc(OC(F)F)cc1OC(F)F
→ 2	-25	5	2	1	9	16	-7	-1	-13	4
> Cc1ccc(S(=O)(=O)N2C[C@H]3C(=O)C[C@@H](c4cccs4)N(S(=O)(=O)c4ccc(C)cc4)[C@H]3C[C@H]2c2ccccc2)cc1
→ 2	-7	nt	3	nt	-4	6	37	5	nt	16
> O=S(=O)(c1ccccc1)N1CCN(Cc2cccc(Br)c2)CC1
→ 6	7	2	-1	-2	-5	-8	-6	-4	nt	11
> Cc1ccc(-n2c(C)cc(C=C3C(=O)CC(C)(C)CC3=O)c2C)cc1
→ 9	-24	-7	-3	-3	nt	-2	-2	-7	-5	-10
> COc1ccc(N=CC2=C(O)CC(c3ccccc3)CC2=O)c(OC)c1 (configuration not stated)
→ 7	9	8	13	-2	-2	3	-1	-16	27	6
> COc1ccc(OCc2nnc3n2N=C(c2ccc(C)cc2)CS3)cc1
→ 20	-5	nt	12	3	0	2	-1	-11	-8	6
> Cn1c(=O)cc(OCC(=O)NCCC2=CCCCC2)c2ccccc21
→ 8	-16	1	6	-1	-15	-9	2	-8	-11	10
> COc1ccccc1NC(=S)NC1CCCCCCCCCCC1
→ 16	10	1	55*	0	-4	-17	-2	-12	4	22
> Cc1ccc(C(=O)NCC(=O)OCC(=O)NCCc2ccccc2)s1
→ -8	3	-9	8	2	-5	2	4	-4	-16	-4
> CCOC(=O)c1cc2occc2n1Cc1ccc(F)cc1
→ 14	12	5	1	1	-5	-2	nt	-36	-3	19
> O=C(NC1CCCCC1)c1ccc(COc2ccccc2)o1
→ 7	7	-3	-1	-3	-6	-5	-1	-1	-7	-9
> CCOC(=O)CN1C(=O)/C(=C/c2cccc(Br)c2)Oc2ccccc21
→ -10	-6	-14	33	2	-21	0	-4	-20	6	7
> O=[N+]([O-])c1ccccc1/C=C/C=N/n1c(-c2ccc(Cl)cc2)n[nH]c1=S
→ -12	-18	8	17	2	nt	5	nt	-7	13	12
> COc1ccc2nc(NC(=O)c3ccccc3[N+](=O)[O-])sc2c1
→ -11	-47	3	-104	1	-5	-11	2	-79	-17	-164
> CCCSC1=N/C(=C\c2ccc3c(c2)OCO3)C(=O)S1
→ 3	1	-5	3	2	-3	-5	-15	-25	-1	-8
> CCOC(=O)C1(C)CCCN(C(=O)C(c2ccccc2)c2ccccc2)C1 (configuration not stated)
→ -20	8	-2	4	nt	-6	8	-1	3	nt	9
> CSc1ccccc1C(=O)C1CCCN(C(=O)NC(C)C)C1 (configuration not stated)
→ -9	-2	-2	15	1	-13	4	0	1	16	11
> Cc1ccccc1Oc1nnc(-c2cccs2)c2ccccc12
→ 7	21	-2	14	nt	-7	3	?	-12	13	-14
> CCN(C(=O)COC(=O)CSc1ccc(C(N)=O)cc1[N+](=O)[O-])C1CCCCC1
→ 13	1	-1	4	4	nt	5	3	-4	-6	11
> COCCCN1C(=O)C(CC(=O)NC2CC2)CC(C(=O)N(C(C)C)C(C)C)=C1C (configuration not stated)
→ -7	-3	nt	3	nt	-7	0	nt	-13	nt	8
> COc1ccc(CCN2CC(C(=O)NCCc3cnn(C)c3)CCC2=O)cc1 (configuration not stated)
→ -11	-19	-13	6	3	-7	1	-2	16	0	-11
> CCC1(C)CC(c2nc(-c3ccc(OC)cc3)cs2)CCS1 (configuration not stated)
→ -4	-32	11	-48	0	-5	14	4	-14	0	-65
> O=C(C[C@@H]1C/C=C/CC[C@@H](Cc2ccc(F)cc2)C(=O)O[C@H](c2ccccc2)CNC1=O)NCCO
→ -12	0	-1	-50	nt	-11	-5	-2	5	1	16
> CCC(C)[C@H](NC(=O)NC1CC1)C(=O)O (some centres not stated)
→ 9	5	-32	0	0	-8	-10	7	1	-6	11
> CC(C)(C)C1CCC(OC(=O)CCC(=O)Nc2ccccc2)CC1 (configuration not stated)
→ 16	-19	-1	-3	-3	-7	-7	-2	5	-11	9
> Cc1nc(-c2ccccc2O)n(S(=O)(=O)N(C)C)n1
→ 6	-5	2	-1	0	nt	2	nt	-15	9	7
> COc1ccccc1C(CNC(=O)c1ccc(NS(=O)(=O)c2ccc(C(C)=O)cc2)cc1)N1CCCC1 (configuration not stated)
→ 10	-13	-9	-1	nt	-5	-8	-2	16	nt	-5
> COc1ccc(NC(=O)CSc2nccc(C)n2)cc1
→ 9	18	-7	-22	1	-2	4	-2	-3	6	-16
> CC(=O)c1cccc(NC(=O)CN(Cc2ccccc2)S(C)(=O)=O)c1
→ 2	0	6	2	1	nt	-9	0	15	-21	20
> Cc1cccc(-c2nnc(SCC3CNC(=O)O3)n2-c2ccc(Cl)cc2)c1 (configuration not stated)
→ 12	27	-12	8	4	-2	-9	-7	5	-5	14
> COc1ccc(-c2ccc(OC(=O)NC3CCS(=O)(=O)C3)cc2)cc1 (configuration not stated)
→ -10	-46	-4	-160	2	-3	1	-2	-53	-34	-144
> COc1ccc(C(C(C(=O)c2ccco2)N2CCOCC2)N2CCOCC2)cc1 (configuration not stated)
→ 14	-18	17	-78	2	-6	-12	7	-4	-5	-60
> CC(=O)Nc1ccc(S(=O)(=O)NCCC(=O)OC(C)C(=O)c2ccc(C)cc2)cc1 (configuration not stated)
→ 7	10	2	0	-3	nt	3	-7	13	0	14
> COC(=O)c1sc(N)c(C(=O)OC)c1COC(=O)C1CC(=O)N(Cc2ccco2)C1 (configuration not stated)
→ -7	15	-4	-10	0	-9	2	-3	-2	-5	-2
> O=C(c1cccc(F)c1)N1CCN(S(=O)(=O)Cc2ccccc2)CC1
→ 8	7	-2	16	1	-17	1	3	-2	1	4

# Additional compounds follow:
# Results follow in this order: CF NFkB inh	Shn3 3UTR inh	PDI turbidity	Peg3 promoter	NR2E3 ag-1	CaV13 ICDI inh	KKLEB cytotox	Vif inh	NR2E3 ag-2	MITF TRPM1 inh	HIF-2a inh
> CC(C)CCN(C(=O)Cc1ccccc1F)c1c(N)n(Cc2ccccc2)c(=O)[nH]c1=O
→ 9	8	-8	8	-1	-4	-12	9	4	-6	7
> Cc1cccc(S(=O)(=O)N2CCC(CO)(Cc3ccccc3)CC2)c1
→ 17	1	10	-3	2	-4	5	-14	22	-17	17
> NC(=O)c1cc2n(n1)C(C(F)(F)F)CC(c1ccco1)N2 (configuration not stated)
→ -9	1	8	1	2	0	1	2	-18	-4	21
> CCOc1ccccc1NC(=O)CCNC(=O)C1CCN(S(=O)(=O)c2ccccc2)CC1
→ 7	7	-4	15	nt	-9	-2	-6	-17	nt	2
> Cc1cc(C)n(-c2nnc(C)n2N)n1
→ 4	nt	-11	14	-6	-8	2	nt	-11	-2	10
> CCN(CC(=O)NCc1cccs1)C(=O)c1ccc(NS(=O)(=O)c2ccc(C(C)=O)cc2)cc1
→ -1	-15	-7	17	0	-4	3	10	13	-1	13
